POLH inh: qHTS for Inhibitors of Polymerase Eta; DNA polymerase eta (Homo sapiens), Q9Y253; recombinant Pol eta, fluorescent DNA replication assay; Potency, µM (titrated, usually from 114 µM), inactives show at the top dose activity change, negative = inhibition, usual class: inhibitors; 390,000 compounds, 1.2% hits; also: potency is read from the fitted curve at half-maximal effect; % is scaled to controls: 0 for no effect and ±100 for the full control effect
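Pol eta at 10 nM preincubated with compounds 15 min at room temperature; reaction started with fluorescent substrate (50 nM final) and read kinetically at 0 and 10 min.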
PGK inhibitor: qHTS Assay to Find Inhibitors of Phosphoglycerate Kinase | Potency, µM (titrated, usually from 57.5 µM), for the others: top-dose activity change, negative = inhibition, usual class: inhibitors | PGK/GAPDH coupled, Kinase-Glo luminescence, 60 min | 380,000 compounds, 0.043% hits; also: potency is read from the fitted curve at half-maximal effect; % is scaled to controls: 0 for no effect and ±100 for the full control effect; nearly all actives have a fitted effect of over 60% in size
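Luminescent ATP detection (Kinase-Glo Plus) follows a 60-minute room-temperature incubation, with wells lacking PGK as controls. Buffer: 100 mM TEA (pH 7.6), 5 mM MgCl2, 0.01% Tween-20. Coupling enzyme GAPDH (100 nM final) supplies unstable 1,3-BPG in-well.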
JMJD2A Tudor: qHTS Assay for Inhibitors of JMJD2A-Tudor Domain; AID 504339, 2011; Lysine-specific demethylase 4A (Homo sapiens), O75164; Potency, µM (doses to about 114 µM), for inactives: at the highest dose activity change, negative = inhibition, most hits filed as inhibitors; 390,000 compounds, 4.4% hits; AlphaScreen JMJD2A-Tudor / H3K4me3 peptide binding; also: potency is read from the fitted curve at half-maximal effect; % is scaled to controls: 0 for no effect and ±100 for the full control effect; nearly all actives have a fitted effect of over 50% in size
HP1b binding inh: HTS for Inhibitors of HP1-beta Chromodomain Interactions with Methylated Histone Tails | Chromobox protein homolog 1 (Homo sapiens), P83916 | AlphaScreen HP1-beta / biotin-H3K9me3 peptide binding | Potency, µM (series often up to 114 µM), for the others: top-dose activity change, negative = inhibition, most hits filed as inhibitors | 390,000 compounds, 0.56% hits | AID 540317, 2011; also: potency is read from the fitted curve at half-maximal effect; nearly all actives have a fitted effect of over 70% in size; inactives centre near 23
Target sequence (P83916 whole entry, looked up): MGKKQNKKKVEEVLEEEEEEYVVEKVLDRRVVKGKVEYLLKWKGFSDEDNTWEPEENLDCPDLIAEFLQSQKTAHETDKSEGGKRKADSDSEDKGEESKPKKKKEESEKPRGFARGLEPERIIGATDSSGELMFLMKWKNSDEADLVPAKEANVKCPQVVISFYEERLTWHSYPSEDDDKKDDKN
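AlphaScreen: HP1-beta (50 nM) preformed 30 min with biotin-H3(1-18)K9me3 peptide (50 nM) in PBS pH 7.4, 0.01% Tween-20. Compound added for 30 min at RT, then streptavidin donor/nickel chelate acceptor beads (10 ug/mL) for 30 min.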
BAZ2B block: qHTS Assay for Inhibitors of BAZ2B; Bromodomain adjacent to zinc finger domain protein 2B (Homo sapiens), Q9UIF8; AlphaScreen BAZ2B-H3K14Ac peptide displacement; Potency, µM (titrated, usually from 114 µM), for the others: top-dose activity change, negative = inhibition, hits mostly inhibitors; 360,000 compounds, 4.4% hits; AID 504333, 2011; also: potency is read from the fitted curve at half-maximal effect; % is scaled to controls: 0 for no effect and ±100 for the full control effect; nearly all actives have a fitted effect of over 60% in size
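Protein-peptide AlphaScreen: BAZ2B 50 nM, b-H3K14Ac 50 nM, 1x PBS pH 7.4 + 0.01% Tween-20. Preincubation 30 min RT; cpd 30 min RT (top 110 uM); beads 20 min RT, light-protected.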
Pin1 inhibitor: qHTS Assay to Find Inhibitors of Pin1 | Pin1 FP peptide displacement, HiFluor488, 10 min | Potency, µM (series often up to 115 µM), for the others: at the top dose activity, negative = inhibition, usual class: inhibitors | AID 504891, 2011 | 390,000 compounds, 0.009% hits | Peptidyl-prolyl cis-trans isomerase NIMA-interacting 1 (Homo sapiens), Q13526; active = well fitted inhibition curve with a large enough effect in the polarisation, with a control signal flat, not every such curve was filed as active; inconclusive = small, poorly fitted or top-dose-only effect, or effect the other way, or a change in a side signal; inactive = no such curve, though single readings can be large or run the other way; the % refers to the polarisation; also: potency is read from the fitted curve at half-maximal effect; % is scaled to controls: 0 for no effect and ±100 for the full control effect
Target sequence (Q13526 whole entry, looked up): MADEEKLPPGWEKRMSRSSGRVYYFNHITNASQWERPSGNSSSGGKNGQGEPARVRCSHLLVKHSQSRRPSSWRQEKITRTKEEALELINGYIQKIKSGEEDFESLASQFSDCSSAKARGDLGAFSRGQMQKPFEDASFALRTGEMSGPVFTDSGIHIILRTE
GLS inhibitor: qHTS for Inhibitors of Glutaminase (GLS); Potency, µM (titrated, usually from 45.5 µM), for the others: at the highest dose activity change, negative = inhibition, most hits filed as inhibitors; GLS enzymatic activity, qHTS titration; 410,000 compounds, 0.21% hits; Glutaminase kidney isoform, mitochondrial (Homo sapiens), O94925; AID 624170, 2012; also: potency is read from the fitted curve at half-maximal effect; % is scaled to controls: 0 for no effect and ±100 for the full control effect
Target sequence (O94925 whole entry, looked up, canonical isoform): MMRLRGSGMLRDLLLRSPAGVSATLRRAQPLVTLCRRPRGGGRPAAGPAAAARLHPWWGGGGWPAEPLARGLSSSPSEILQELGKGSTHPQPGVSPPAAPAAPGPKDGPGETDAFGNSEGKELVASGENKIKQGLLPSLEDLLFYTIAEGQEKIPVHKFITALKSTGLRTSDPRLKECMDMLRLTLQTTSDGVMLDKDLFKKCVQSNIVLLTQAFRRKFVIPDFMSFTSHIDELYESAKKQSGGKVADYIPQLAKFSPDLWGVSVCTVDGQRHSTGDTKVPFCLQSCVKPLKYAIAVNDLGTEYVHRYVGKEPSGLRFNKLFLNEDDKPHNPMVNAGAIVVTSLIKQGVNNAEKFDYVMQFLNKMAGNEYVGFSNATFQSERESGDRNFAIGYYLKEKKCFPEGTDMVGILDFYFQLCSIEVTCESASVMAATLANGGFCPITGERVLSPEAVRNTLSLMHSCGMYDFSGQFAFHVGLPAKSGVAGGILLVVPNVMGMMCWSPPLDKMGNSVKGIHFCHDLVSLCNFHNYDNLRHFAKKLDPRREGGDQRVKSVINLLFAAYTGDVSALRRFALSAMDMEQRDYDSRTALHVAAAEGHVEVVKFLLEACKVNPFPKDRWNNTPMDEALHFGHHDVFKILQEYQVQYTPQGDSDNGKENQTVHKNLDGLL
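Enzyme dispensed in phosphate buffer (45 mM, pH 8.2, 0.02% Tween-20), compounds pinned in, then 1 mM L-glutamine solution and the glutamate oxidase–HRP–Amplex Red mix added; fluorescence read immediately and again after 30 min at room temperature.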
PI4K2A block: qHTS for small molecular inhibitors of PI4K2A; purified PI4K2A, ADP-Glo luminescence, 1 h; stronger effect = lower value; activity change, negative = inhibition, % at 76.9 µM; 420,000 compounds, 0.13% hits; AID 1346378, 2018; in the data active = activity change below about -50%; inconclusive = mostly about -30% to -49%;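 also: -100% = wells without enzyme as full effect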
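PI4K2A activity was measured by ADP-Glo luminescence: enzyme (4 ug/mL stock) and phosphatidylinositol (1.2 mM stock) in Tris pH 7.5/MgCl2/EGTA/Triton X-100 buffer were reacted with ATP (300 microM stock) for one hour at ambient temperature.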
G9a block: qHTS Assay for Inhibitors of Histone Lysine Methyltransferase G9a | Histone-lysine N-methyltransferase EHMT2 (Homo sapiens), Q96KQ7 | Potency, µM (highest dose often 102 µM), inactives show top-dose activity, negative = inhibition, actives largely listed as inhibitors | AID 504332, 2011 | 350,000 compounds, 8.8% hits | G9a H3K9 monomethylation, AlphaScreen, 2 h; also: potency is read from the fitted curve at half-maximal effect; % is scaled to controls: 0 for no effect and ±100 for the full control effect; nearly all actives have a fitted effect of over 75% in size
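AlphaScreen detection with an anti-monomethyl H3K9 antibody quantified product after a 2 h room-temperature reaction containing 500 nM biotinylated H3K9 peptide, 20 µM SAM and 20 nM enzyme, which had been preincubated 15 min with compound.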
Numbers without * were called inactive; i = inactive; ? = inconclusive; . = no result given; & = joins results of further samples; [ ] = dose if it differs, or a comment. Unless noted, calls follow the shape of the dose curve; as a rule, active = well fitted curve in the direction sought with a large enough effect; inconclusive = small, poorly fitted or top-dose-only effect, or another doubt; inactive = no such curve, though single readings can be large; an effect the other way counts as inactive or inconclusive.

SMILES	POLH inh	PGK inhibitor	JMJD2A Tudor	HP1b binding inh	BAZ2B block	Pin1 inhibitor	GLS inhibitor	PI4K2A block	G9a block
CSc1nc(N)n2nc(C(C)(C)C)cc2n1	-15%	-3%	-4%	11%	3%	4%	1%	-2	2%
CCOC(=O)N1CCC(Nc2ccc(N3C(=O)C4CCCCC4C3=O)cc2[N+](=O)[O-])CC1 (stereo not given)	-6%	-2%	?	9%	?	-3%	-9%	3	?
COc1ccc(OCCCC(=O)Nc2ccc3c(c2)OCO3)cc1	-6%	8%	-16%	-13%	.	3%	-6%	-2	-7%[59 µM]
Nc1ccc(Nc2ccccc2)c(Cl)c1	-5%	.	?	?	50µM*	-4%	23%	-7	?
CSCCC(NC(=O)c1ccco1)C(=O)Nc1cc(C)ccn1 (stereo not given)	-15%	-9%	-4%	30%	1%	1%	-13%	0	-23%
CC(=O)c1cccc(NC(=O)c2ccc(N(Cc3ccc(C)cc3)S(C)(=O)=O)cc2)c1	-10%	-7%	-15%	-2%	-9%	8%	-1%	1	1%[59 µM]
CCOc1ccc(-c2nc(C#N)c(NCc3ccc4c(c3)OCO4)o2)cc1	-13%	-1%	?	4%	0%	-1%	16%	-1	?
CCOc1ccc(Cc2noc3c2C(=O)CCC3)cc1OCC	-15%	2%	-16%	6%	.	0%	0%	2	-7%
CCc1ccc(C2C(C#N)=C(N)SC(N)=C2C#N)s1	?	4%	-33%	9%	-14%	?	-17%	-4	40µM*
COCCNC(=O)c1sc2nc3n(c(=O)c2c1C)CCC3	4%	-9%	-20%	1%	-2%	-4%	-5%	1	-3%[59 µM]
COc1cc(C(=O)N/N=C/c2sc(=O)n(-c3ccccc3)c2Cl)cc(OC)c1OC	?	8%	-18%	43%[activator]	-31%	?	1%	0	-8%[59 µM]
CCCc1nnc(NC(=O)CCC(=O)N2CCCCC2CC)s1 (stereo not given)	-15%	3%	0%[11.4 µM]	68%[activator]	.	-10%	2%	0	-6%[59 µM]
COCCNC(=O)CN(c1cc(Cl)ccc1OC)S(=O)(=O)c1ccc(C)c([N+](=O)[O-])c1	-11%	-2%	-6%	34%	-10%	-1%	8%	-2	.
CCCCNC(=O)c1cnc2sc(N3CCCCC3)nn2c1=O	-6%	3%	5%	14%	-1%	-5%	0%	-11	6%[59 µM]
Cc1cc(C)c(C(=O)Nn2c(C)nc3ccccc3c2=O)cc1C	-20%	-7%	-6%	12%	-2%	2%	1%	0	-6%
CN(C)Cc1c(C(=O)N/N=C/c2ccccc2OCc2c(F)cccc2Cl)nnn1-c1nonc1N	7%	-4%	-21%	5%	0%	2%	-3%	-3	18%[59 µM]
COc1cccc(C(CNc2ccc(S(=O)(=O)N3CCN(C)CC3)cc2[N+](=O)[O-])N(C)C)c1 (stereo not given)	-9%	-5%	?	-22%	?	-7%	1%	-1	50µM*
O=C(c1ccccc1Oc1ccc([N+](=O)[O-])cc1)N1CCOCC1	3%	6%	-11%	15%	-15%	-2%	3%	3	20%
Cc1ccccc1-c1nc(CN2CCC(C(=O)O)CC2)c(C)o1	-9%	2%	-9%	29%	7%	-3%	1%	-3	2%
COc1ccc(/C(C)=N/NC(=O)c2ccc(CSc3cccc4cccnc34)cc2)cc1OC	-11%	-8%	-15%	32%	-25%	5%	-6%	-1	0%[12.7 µM]
CCC(=O)N1c2ccc(S(=O)(=O)CCC(=O)Nc3ccc(OC)cc3OC)cc2CC1C (stereo not given)	-21%&-14%	-8%&-9%	?	25%[57 µM]	-27%	-7%&-5%	2%&4%	-9&1	40µM*
COC(=O)[C@H](C)NC(=O)NC1CCCc2ccccc21 (stereo not given in full)	1%	-4%	-8%	34%[activator]	1%	1%	3%	2	10%
CCc1ccc(N2C(=O)C(Cl)=C(N3CCCCCC3)C2=O)cc1	-14%	4%	129%[activator]	207%[activator]	65%[activator]	1%	-3%	-1	120%[activator]
CCC1C(=O)C[C@H]2CCN3C(=O)CCCC1C23 (stereo not given in full)	-8%	3%	-15%	56%[activator]	.	-13%	-3%	1	14%[135 µM]

Single records (already shown). Order of screens: POLH inh | PGK inhibitor | JMJD2A Tudor | HP1b binding inh | BAZ2B block | Pin1 inhibitor | GLS inhibitor | PI4K2A block | G9a block
CCc1ccc(C2C(C#N)=C(N)SC(N)=C2C#N)s1 as listed: ? | 4% | -33% | 9% | -14% | ? | -17% | -4 | 40µM*
CCc1ccc(N2C(=O)C(Cl)=C(N3CCCCCC3)C2=O)cc1 as listed: -14% | 4% | 129%[activator] | 207%[activator] | 65%[activator] | 1% | -3% | -1 | 120%[activator]

(listing goes on)
SMILES	POLH inh	PGK inhibitor	JMJD2A Tudor	HP1b binding inh	BAZ2B block	Pin1 inhibitor	GLS inhibitor	PI4K2A block	G9a block
Cc1cccc(C)c1NC(=O)NCCCN1CCN(c2ccccc2)CC1	-12%&-4%	-1%	-10%&-18%	20%&39%	-14%&-23%	1%&1%	23%&6%	2&-5	-1%[59 µM]
Fc1ccccc1SCc1nnc(-c2ccccc2Br)o1	-18%	-10%	11µM*	-11%	84%[activator]	-6%	-10%	0	-10%
COc1ccc(OC)c(S(=O)(=O)Nc2c(F)cccc2F)c1	11%	-7%	-7%	19%	19%	-11%	3%	-2	-27%[2.33 µM]
CCCCn1c(-c2ccco2)nc2ccccc2c1=O	-10%	1%	5%	49%[activator]	-22%	0%	4%	3	50µM*
COc1ccc(CC(=O)Nc2ccc(-c3nnc(-c4ccccc4)o3)cc2)cc1	-6%	5%	-20%	11%	?	13%	18%	-6	-34%[59 µM]
CCOc1cccc(OCCCCN2CCCCC2)c1	10%	-9%	?	?	?	-6%	-1%	8	8.9µM*
Cc1ccc(S(=O)(=O)N2CCN(C(=O)c3cccs3)CC2)cc1C	?	1%	-5%	41%[activator]	.	2%	-6%	-3	-1%
CCC(C)[C@@H](CN)NCC1(c2ccccc2)CC1 (stereo not given in full)	0%	-16%	-24%	43%[activator]	8%	-8%	2%	-1	-11%[0.501 µM]
Nc1nnc(CC(=O)N/N=C/c2ccc([N+](=O)[O-])cc2)s1	4%	-3%	-30%	44%[activator]	-18%	-4%	-9%	-5	13%[12.7 µM]
CC(C)c1ccc(NC2CCCN(C(=O)CCN3CCCCO3)C2)cc1 (stereo not given)	-9%	-5%	-8%	35%	-26%	-7%	-3%	6	-5%
Cc1ccc(NS(=O)(=O)c2ccc(NC(=O)c3ccccc3C(=O)O)cc2)cc1C	-10%	-2%	-21%	56%[activator]	.	2%	-18%	-9	.
Cc1cccc(N2CN=c3s/c(=C\c4ccncc4)c(=O)n3C2)c1	-11%	0%	-9%	11%	?	1%	6%	0	18%[2.33 µM]
COC(=O)c1c(C(=O)OC)c(-c2ccc(OC)cc2)n2c1CS(=O)(=O)C2	-16%	-2%	-13%	27%	-21%	0%	0%	1	?
CN(C)C(CNC(=O)c1ccc(OCc2cn3ccccc3n2)cc1)c1ccco1 (stereo not given)	40µM*	-12%	?	25%	?	-8%	?	-5	-8%[59 µM]
CN(C(=O)CN1C(=O)C2C3CC(C(Br)C3Br)C2C1=O)C1CCCCC1 (stereo not given)	-5%	0%	-24%	-16%	4%	?	-8%	3	16%
OCCNc1nc(Nc2ccccc2C(F)(F)F)nc(N2CCCC2)n1	-19%	0%	-12%	36%	.	-1%	-3%	-2	.
O=C(O)CC(Cc1ccccc1)c1ccc2c(c1)OCO2 (stereo not given)	-10%	-2%	-8%	22%	-3%	-1%	8%	2	18%[59 µM]
CC(=O)C1=C(C)Nc2ncnn2C1c1ccc(Cl)cc1 (stereo not given)	-8%	0%	-7%	9%	4%	-5%	0%	3	1%[59 µM]
CCN(CC)S(=O)(=O)c1cccc(C(=O)N/N=C/c2ccccc2OCC(=O)O)c1	-3%	1%	?	0%	50µM*	1%	5%	1	22µM*
O=C(CN(Cc1ccco1)C(=O)c1ccccc1)Nc1ccc(Cl)c(Cl)c1	-19%	-5%	-21%	6%	?	-1%	1%	3	-8%[0.501 µM]
CCN(CC)C(=O)CCn1nc(-c2ccc(C)cc2)c2ccccc2c1=O	-3%	5%	-14%	44%[activator]	9%	0%	4%	1	-12%[2.33 µM]
CCOc1cc(NC(=O)C2CCCO2)c(OCC)cc1NC(C)=O (stereo not given)	2%	i	-32%	-4%	-12%	-5%	-11%	3	-32%[12.7 µM]
CC(=O)Nc1ccccc1NC(=O)C(F)(F)F	-20%	i	-18%	24%	16%	0%	4%	-5	21%
CCN(CC)CCN1CNC(=S)N(c2ccccc2OC)C1	8%	-7%	?	11%	-2%	-1%	-13%	-5	?
O=C(Nc1nc(-c2ccc(F)cc2)cs1)c1cccnc1	-15%	-7%	0%[57.1 µM]	25%	11%	17%	-1%	0	-32%
CC1CN(C(=O)COC(=O)c2cccc(S(=O)(=O)N3CCc4ccccc43)c2)CC(C)O1 (stereo not given)	-6%	-6%	-24%	2%[57 µM]	.	-1%	-13%	-13	.
CCOC(=O)c1cnc2c(CC)cccc2c1NCCCN1CCOCC1	-7%	-5%	-5%	37%	-5%	1%	2%	-3	.

Some of the compounds tested; rates above refer to the full screens.
